High-throughput results as filed in PubChem.
M4 antag: antagonists of human muscarinic M4 receptor (CHRM4). actives 0.73% (n = 360,000). P08173. CHO-hM4 cells, ACh EC80, Fluo-8 calcium fluorescence. inhibition, % at 3 µM;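 active = inhibition above its plate's cutoff, the mean inhibition of sample wells plus 3 SD, cut at about 27% in these data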;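 note: 0% = acetylcholine EC80 with DMSO and 100% = DMSO without agonist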
Target sequence (P08173 whole entry, looked up): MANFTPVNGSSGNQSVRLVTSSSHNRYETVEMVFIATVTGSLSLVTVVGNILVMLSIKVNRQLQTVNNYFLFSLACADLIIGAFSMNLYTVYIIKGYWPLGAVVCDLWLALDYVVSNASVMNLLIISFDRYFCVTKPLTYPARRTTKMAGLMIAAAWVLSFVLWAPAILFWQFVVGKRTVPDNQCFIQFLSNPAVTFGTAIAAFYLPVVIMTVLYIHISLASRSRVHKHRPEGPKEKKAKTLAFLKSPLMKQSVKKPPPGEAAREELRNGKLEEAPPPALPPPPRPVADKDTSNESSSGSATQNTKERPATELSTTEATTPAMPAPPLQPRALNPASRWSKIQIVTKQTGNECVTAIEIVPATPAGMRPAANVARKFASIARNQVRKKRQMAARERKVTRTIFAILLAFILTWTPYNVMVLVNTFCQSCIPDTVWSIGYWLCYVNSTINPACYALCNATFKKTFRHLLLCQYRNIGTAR
M1 ag: agonists of human M1 muscarinic receptor; CHO-K1 hM1, Fluo-8 calcium fluorescence, agonist mode; 0% DMSO, 100% acetylcholine EC100; activation, % at 3 µM; actives 0.33% (n = 360,000); AID 588814;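 active = activation above the run's mean compound activation plus 3 SD, cut at about 16% in these data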;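 note: peak over basal fluorescence ratio within a 140 s kinetic read after compound addition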
Target sequence (P11229 whole entry, looked up): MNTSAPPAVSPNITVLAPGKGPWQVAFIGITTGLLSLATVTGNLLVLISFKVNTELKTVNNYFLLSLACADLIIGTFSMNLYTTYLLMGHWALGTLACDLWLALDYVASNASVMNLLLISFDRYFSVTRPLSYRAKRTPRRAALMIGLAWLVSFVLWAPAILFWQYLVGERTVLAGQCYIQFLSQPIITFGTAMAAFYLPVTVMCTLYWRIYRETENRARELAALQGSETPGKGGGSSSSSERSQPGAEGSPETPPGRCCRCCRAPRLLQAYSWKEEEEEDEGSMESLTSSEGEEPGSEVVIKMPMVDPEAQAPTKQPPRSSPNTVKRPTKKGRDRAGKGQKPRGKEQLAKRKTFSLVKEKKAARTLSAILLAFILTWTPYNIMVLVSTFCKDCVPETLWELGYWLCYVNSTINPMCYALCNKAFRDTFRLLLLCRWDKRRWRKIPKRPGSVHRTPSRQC
CHO-K1 Ca antag: M1 antagonist counterscreen hit in parental CHO-K1 cells; ATP-induced calcium, Fluo-8 fluorescence; inhibition, % at 3 µM; actives 0.6% (n = 360,000); AID 602250;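 active = inhibition above a per-plate cutoff, the plate's mean sample inhibition plus 3 SD, cut at about 24% in these data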;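 note: 0% = DMSO plus EC80 ATP and 100% = DMSO alone without ATP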
CHO-K1 Ca ag: nonselective activator or artifact in parental CHO-K1 cells | actives 0.48% (n = 360,000) | activation, % at 3 µM | Fluo-8 calcium fluorescence; scaled to maximal ATP response, vehicle zero; in the data active = activation above about 15%;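 note: untransfected CHO-K1 host cells lacking M1 receptor as counterscreen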
CHO parental Ca: counter-screen for OX1R antagonists: effect in parental CHO cells; parental CHO-K1, ATP-induced calcium, Fluo-8 fluorescence; actives 0.63% (n = 330,000); inhibition, % at 5.6 µM; AID 463079;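 active = inhibition above that plate's mean sample inhibition plus 3 SD, cut at about 26% in these data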;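 note: 0% = ATP-challenged DMSO wells and 100% = DMSO wells without ATP; some compounds past the cut are filed as inactive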
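Material – parental CHO cells · Reagent – ATP stimulus · Compound – single nominal dose of 5.6 µM per compound · Detection – Fluo-8 fluorescence · Read-out basis – percent inhibition of calcium signal · Controls – ATP-challenged DMSO wells low, unchallenged DMSO wells high · Repeats – no replicates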
CHRM1 antagonist: human CHRM1 antagonism | actives 1.3% (n = 360,000) | AID 588852 | CHO-K1 hM1, Fluo-8 calcium fluorescence, ACh EC80 antagonist | P11229 | inhibition, % at 3 µM;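 active = percent inhibition above its own plate's cutoff, namely the mean of that plate's compound wells plus 3 SD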;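 note: peak over basal fluorescence ratio during 140 s after agonist addition; 0% = ACh EC80 plus DMSO and 100% = DMSO alone without agonist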
M4 ag: CHRM4 agonism in calcium assay; P08173; actives 0.14% (n = 360,000); activation, % at 3 µM; AID 624127; CHO-K1 hM4/Gqi5, Fluo-8 calcium fluorescence; vehicle 0%, full acetylcholine response 100%;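 active = activation above the run mean over all test wells plus 3 SD, cut at about 32% in these data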;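 note: peak over basal fluorescence ratio per well then scaled between controls; 0% = DMSO wells and 100% = acetylcholine at EC100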
OXTR potentiator: human OXTR potentiation; CHO-OTR cells, Fluo-8 calcium fluorescence, potentiator mode; 0% = oxytocin EC15, 100% = EC100; actives 0.061% (n = 320,000); activation, % at 3 µM; P30559; AID 2445;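 active = activation above that plate's cutoff, the mean activation of tested compounds plus 3 SD, cut at about 6.6% in these data, passing the limit was not always enough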;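 note: 100% uses oxytocin at 75 nM as the full agonist control; some results filed as inactive read as strong as hits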
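Measured by – Fluo-8 calcium dye fluorescence · Test system – human OTR in CHO cells · Dosing – one concentration, 3.0 µM compound · Controls – EC15 oxytocin alone as 0%, 75 nM oxytocin as 100% · Evaluation – normalized max/min fluorescence ratio, % activation · Timing – 6 min pre-incubation, 100 s read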
CHRM1 PAM: positive allosteric modulators of human M1 muscarinic receptor | P11229 | CHO-K1 hM1, Fluo-8 calcium fluorescence, ACh EC20; 0% = ACh EC20, 100% = maximal ACh | activation, % at 3 µM | actives 0.088% (n = 360,000); in the data active = activation above about 19%, passing the limit was not always enough
Numbers without * were called inactive; . = not tested or not shown.

SMILES | M4 antag | M1 ag | CHO-K1 Ca antag | CHO-K1 Ca ag | CHO parental Ca | CHRM1 antagonist | M4 ag | OXTR potentiator | CHRM1 PAM
COc1ccc2c(c1)cc(C(=O)N[C@H](C(=O)N1CCC[C@H]1C(=O)O)C(C)C)n2C | -7 | -1 | -2 | 0.6 | -10 | -14 | 2 | -6 | 12
CCc1ccc(OCCCC(=O)O)c(Br)c1 | -6 | -5 | 8 | 4.6 | 1 | -9 | 1 | 1 | 5
Cc1ccc(NC(=O)c2cc(-c3ccccc3O)n[nH]2)cc1C | -3 | -2 | -17 | 1.5 | 0 | -11 | 2 | -4 | 6
COc1ccc(S(=O)(=O)N2CCCC2)c(C)c1C | -5 | -5 | -10 | 0.7 | -6 | -7 | -1 | -11 | 13
Cc1ccc(-n2c(N)c(C#N)c(-c3ccc(Cl)cc3)c(C#N)c2=O)cc1 | -1 | 8 | -11 | 0.4 | 10 | -7 | 3 | -25 | -7
O=C(Nc1ccccn1)c1ccc(Br)c(S(=O)(=O)N2CCCCC2)c1 | 6 | -7 | -6 | 0.5 | -9 | -5 | 1 | -5 | 7
O=C(O)C1CCCCC1C(=O)Nc1nc(-c2cccs2)cs1 (stereo not drawn) | 1 | -3 | -13 | 0.1 | -8 | -10 | 0 | 2 | 6
COc1ccc(NC(=O)c2c(-c3c(Cl)cccc3Cl)noc2C)cn1 | -12 | -6 | -1 | 1.0 | -13 | -16 | 5 | -7 | 12
Cc1nnc(SCCN2CCOCC2)n1C | -3 | -3 | -5 | 1.4 | -1 | -5 | 0 | -5 | 4
CC1CCC2(CC1)NC(=O)N(NC(=O)c1cc3ccccc3o1)C2=O (stereo not drawn) | -4 | -1 | -4 | 1.0 | -11 | -7 | 1 | 2 | 8
COc1ccc(C(=O)Nn2c(C)nc3ccccc3c2=O)cc1[N+](=O)[O-] | 7 | -2 | -11 | 2.6 | -2 | -2 | 3 | -10 | 2
O=C(CCCOc1ccccc1)Nc1cccc(S(=O)(=O)N2CCCCC2)c1 | 6 | -3 | -6 | 7.6 | -18 | 0 | 8 | -10 | -5
COc1cc(/C=N/NC(=O)c2cc(C)oc2C)ccc1OCc1ccccc1 | 7 | -4 | 10 | 0.4 | -2 | -13 | 5 | 1 | 9
O=c1oc2ccccc2c(O)c1C=NCc1ccccn1 | 1 | -5 | -6 | 1.0 | 0 | -9 | 1 | -3 | 8
S=C(NCCc1ccccc1)N1CCCCC1 | -3 | -7 | -7 | 1.2 | -15 | -2 | 1 | -3 | -2
c1ccc2c(CN3CCCCC3)csc2c1 | 7 | -8 | 0 | 6.5 | -3 | 1 | 1 | -5 | -2
O=C(Nc1ccc2oc(-c3ccccc3F)nc2c1)c1ncn[nH]1 | -6 | 1 | -12 | 0.7 | -16 | -32 | 1 | -5 | 8
CCC1(CC)NC(=O)N(CC(=O)OCC(=O)Nc2cc(OC)ccc2OC)C1=O | 5 | -3 | -9 | 0.2 | -2 | -2 | 2 | -5 | 8
COc1ccc(C(=O)Nc2cc(OC)nc(OC)n2)cc1 | -8 | -3 | -3 | 0.2 | -4 | -3 | 2 | -2 | 4
CCN(CC)S(=O)(=O)c1ccc(OC(C)C)c(NC(=O)C2=COCCO2)c1 | -4 | -5 | -1 | -0.1 | -9 | -5 | 5 | -8 | 1
CCCN(CCC)S(=O)(=O)c1ccc(NC(=O)COc2ccccc2)cc1 | 4 | -3 | 2 | 0.3 | -14 | -7 | -2 | -7 | 0
NC1=NC(=O)/C(=C/c2ccc(Br)cc2)S1 | -8 | -4 | -10 | 0.4 | 5 | -4 | 0 | -8 | 5
O=C1C(=O)N(CCN2CCOCC2)C(c2ccccn2)/C1=C(/O)c1ccc(F)cc1 (stereo not drawn) | -1 | -4 | -9 | -0.3 | -4 | -22 | 0 | -3 | 2
CC(=O)N[C@@H](CC(=O)O)C(=O)O | -18 | -4 | -5 | 0.5 | 0 | -15 | 1 | -7 | 0

Brought forward from above: 6 entries; new compounds follow.
SMILES | M4 antag | M1 ag | CHO-K1 Ca antag | CHO-K1 Ca ag | CHO parental Ca | CHRM1 antagonist | M4 ag | OXTR potentiator | CHRM1 PAM
COc1ccc(C(=O)Nc2cc(OC)nc(OC)n2)cc1 | -8 | -3 | -3 | 0.2 | -4 | -3 | 2 | -2 | 4
CCN(CC)S(=O)(=O)c1ccc(OC(C)C)c(NC(=O)C2=COCCO2)c1 | -4 | -5 | -1 | -0.1 | -9 | -5 | 5 | -8 | 1
CCCN(CCC)S(=O)(=O)c1ccc(NC(=O)COc2ccccc2)cc1 | 4 | -3 | 2 | 0.3 | -14 | -7 | -2 | -7 | 0
NC1=NC(=O)/C(=C/c2ccc(Br)cc2)S1 | -8 | -4 | -10 | 0.4 | 5 | -4 | 0 | -8 | 5
O=C1C(=O)N(CCN2CCOCC2)C(c2ccccn2)/C1=C(/O)c1ccc(F)cc1 (stereo not drawn) | -1 | -4 | -9 | -0.3 | -4 | -22 | 0 | -3 | 2
CC(=O)N[C@@H](CC(=O)O)C(=O)O | -18 | -4 | -5 | 0.5 | 0 | -15 | 1 | -7 | 0
CCCN1CCN(S(=O)(=O)c2c(C)[nH]c(C)c2C(=O)N2CCCCC2)CC1 | 0 | -2 | -15 | 0.8 | -10 | -4 | 1 | -6 | 8
Cc1ccc(C)c(N2N=C(C(=O)OCc3nnc(-c4ccccc4Br)o3)CCC2=O)c1 | 0 | 1 | -12 | 1.1 | . | -14 | 2 | . | 6
CC(CN1CCCCC1)OC(=O)C(C)(c1ccccc1)c1ccccc1 (stereo not drawn) | 20 | -4 | -6 | 0.6 | -21 | 89* | -1 | -9 | -21
Cn1nnnc1SCC(=O)C(C)(C)C | 4 | -4 | -11 | 1.3 | -3 | -8 | 0 | -7 | 4
O=C(NC1CCCCC1NC(=O)c1cccs1)c1cccs1 (stereo not drawn) | 7 | 0 | -9 | -0.1 | 1 | 1 | 0 | 2 | 6
O=C(CN(CC1CCCO1)C(=O)CNS(=O)(=O)c1ccccc1)NCc1ccccc1 (stereo not drawn) | 1 | -3 | -8 | -0.2 | -7 | -18 | 1 | -8 | -3
CCCOCC(O)COc1ccccc1C(=O)N1CCOCC1 (stereo not drawn) | -2 | -2 | 8 | 2.3 | 7 | 8 | 8 | -1 | -4
COc1ccc(CNC(=O)/C=C/c2ccc(OCCCF)cc2)cc1OC | -4 | -2 | 0 | 0.6 | -10 | 0 | 1 | -6 | -1
CC(Sc1nnc(NC2CC2)s1)C(=O)Nc1ccc(S(N)(=O)=O)cc1 (stereo not drawn) | 0 | 0 | -5 | 0.4 | 10 | -2 | 0 | -5 | 0
CC(=O)c1sc(N)c(C(=O)OC(C)C)c1C | -4 | -3 | -3 | 0.4 | -8 | 2 | 0 | -4 | 0
CCC(C)C(NC(=O)C1CCC(C)CC1)C(=O)NCCCN1CCCCC1CC (stereo not drawn) | -6 | -8 | -13 | 0.0 | -20 | -6 | -1 | -2 | 0
CCc1ccc(NC(=O)C(C)Sc2nnc(CN3CCCC3)o2)cc1 (stereo not drawn) | 2 | -2 | -2 | 0.0 | -12 | 12 | 1 | -1 | -1

CHRM1 antagonist: entries above that show a hit
SMILES | M4 antag | M1 ag | CHRM1 antagonist | M4 ag | CHRM1 PAM
CC(CN1CCCCC1)OC(=O)C(C)(c1ccccc1)c1ccccc1 (stereo not drawn) | 20 | -4 | 89* | -1 | -21

Taken from above:
CCCN1CCN(S(=O)(=O)c2c(C)[nH]c(C)c2C(=O)N2CCCCC2)CC1 in M4 antag: 0
CCC(C)C(NC(=O)C1CCC(C)CC1)C(=O)NCCCN1CCCCC1CC (stereo not drawn) in OXTR potentiator: -2

Going on with the list:
SMILES | M4 antag | M1 ag | CHO-K1 Ca antag | CHO-K1 Ca ag | CHO parental Ca | CHRM1 antagonist | M4 ag | OXTR potentiator | CHRM1 PAM
Cn1nc(C(C)(C)C)cc1C(=O)NCc1cc(F)cc2c1OCOC2 | 23 | 6 | 31* | 15* | 23 | 41* | 20 | -16 | -4
CCn1nc(C(=O)NNC(=O)COc2ccc(OC)cc2)c2ccccc2c1=O | -4 | -3 | -6 | 0.4 | -7 | -2 | -1 | -4 | 8
CC(C)Cn1c(=O)[nH]c(=O)c2c(C(F)(F)F)cc(-c3ccccc3)nc21 | 0 | -3 | 4 | 1.9 | -6 | 4 | -1 | -25 | 1
NC(=O)C1CCN(C(=O)COc2ccc(Nc3ccccc3)cc2)CC1 | -9 | -4 | -1 | 0.3 | 3 | -7 | 1 | -14 | 4
CCOCCCNC(c1ccccc1)c1ccncc1 (stereo not drawn) | 3 | -1 | -3 | 0.2 | . | -1 | 1 | . | 2
O=C(/C=C/c1cccs1)c1ccc(N2CCOCC2)cc1 | 11 | -11 | -15 | 7.5 | -9 | -6 | 5 | -7 | 10
O=[N+]([O-])c1ccc(Cl)cc1CN1CCCCCC1 | -3 | -8 | 12 | -0.3 | -7 | -15 | 1 | 3 | 11
COc1ccc(NC(=O)CCN(c2ccc(OC)cc2)S(=O)(=O)c2ccc(C)c(C)c2)cc1 | -7 | -7 | -1 | -0.3 | . | -8 | 5 | . | 6
COc1cc2nc(=S)n3[nH]c(COc4ccccc4C)nc3c2cc1OC | -4 | -4 | -7 | 0.8 | -14 | 6 | 1 | -5 | 0
CCn1c(=O)c(C(=O)Nc2cccnc2)c(O)c2ccccc21 | 10 | -7 | -12 | 0.5 | . | 5 | 1 | . | 10
CCC/C(=N\NC(=O)C1CC1)c1ccc(Br)cc1 | 0 | -3 | -8 | 0.5 | -8 | -3 | 0 | -14 | 2
COc1ccc2c(CC(=O)NNC(=O)c3cccs3)coc2c1 | 2 | 0 | -3 | 1.2 | . | -9 | 0 | . | 8
Cc1ccc(NC(=O)Nc2cccc(C(F)(F)F)c2)nc1 | -3 | -3 | 3 | 0.2 | -5 | 4 | 2 | -3 | 0
Cc1cccc(Oc2ccc(Cl)cc2N)c1 | 6 | -7 | -4 | -0.2 | 2 | -15 | -2 | 3 | 8
CCOc1ccc(C)cc1S(=O)(=O)n1nc(C)cc1C | -5 | -7 | -14 | 0.3 | -6 | -10 | 0 | -1 | 14
CC(=O)Nc1ccc(NC(=O)C(C)OC(=O)CNC(=O)c2cccs2)cc1 (stereo not drawn) | -2 | -3 | 2 | 0.5 | 9 | -4 | 0 | 1 | 5
O=C(O)c1c(Cl)c(Cl)c(Cl)c(Cl)c1C(=O)N1CCCCCC1 | -14 | 3 | -12 | 0.7 | -6 | -5 | 1 | -5 | 6
